# Assay outcomes deposited in PubChem by several laboratories.
# DAX1 inh-1 – DAX1 (NR0B1) inhibitors, primary screen, cell-based, HEK293, Gal4-DAX1, luciferase luminescence; Nuclear receptor subfamily 0 group B member 1 (Homo sapiens), P51843; HEK293 Gal4-DAX1 luciferase reporter; inhibition, % at 6.75 µM; 340,000 compounds, 0.99% hits; AID 504766, 2011;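 active means inhibition above the mean over all tested compounds plus 3 SD, cut at about 4.2% in these data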;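 further: 0% = DAX1-transfected cells with DMSO and 100% = empty-vector control cells with DMSO; inhibition shows as a rise in luminescence from relieved DAX1 repression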
# Target sequence (P51843 207-470 limits assumed): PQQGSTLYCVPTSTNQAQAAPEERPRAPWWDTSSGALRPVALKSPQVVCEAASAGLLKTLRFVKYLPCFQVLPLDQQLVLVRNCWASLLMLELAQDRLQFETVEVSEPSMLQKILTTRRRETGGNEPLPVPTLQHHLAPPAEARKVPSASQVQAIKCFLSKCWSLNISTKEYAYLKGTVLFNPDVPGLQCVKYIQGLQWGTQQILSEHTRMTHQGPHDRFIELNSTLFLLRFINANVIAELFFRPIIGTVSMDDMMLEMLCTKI
# HGIII-sPLA2 inh – human group III sPLA2 inhibitors, primary screen, biochemical, QFRET, BODIPY PC-A2 liposome substrate; Group 3 secretory phospholipase A2 (Homo sapiens), Q9NZ20; QFRET BODIPY PC-A2 liposome hydrolysis, fluorescence; 370,000 compounds, 0.56% hits; inhibition, % at 12.2 µM; AID 743126, 2013;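 active means inhibition above mean plus 3 SD of compounds lying within the high and low control bounds, cut at about 19% in these data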;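 further: 0% = median of test compound wells and 100% = no enzyme DMSO wells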
# ssDAF-12 act – S. stercoralis DAF-12 nuclear receptor activators, primary screen, cell-based, luminescence, HEK293, GRIP1 co-expression, lit1-tk-luc; HEK293 ssDAF-12/GRIP1 lit1-tk-luc reporter; % of 3 µM dafachronic acid response; 370,000 compounds, 1% hits; AID 652126, 2013; activation, % at 6.8 µM;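 active means activation above the mean over all tested compounds plus 3 SD, cut at about 0.9% in these data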;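 further: 0% = DMSO-only wells and 100% = 3 µM delta7-dafachronic acid wells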
# ADAM10 inh – human ADAM10 inhibitors, primary screen, biochemical, QFRET, HTS; recombinant ADAM10, EDANS/DABCYL FRET peptide cleavage, 3 h; inhibition, % at 7 µM; 370,000 compounds, 0.62% hits;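 active means inhibition above a per-campaign cutoff equal to the mean of compounds falling between control-based bounds plus 3 SD, cut at about 20% in these data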;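 further: 0% = DMSO wells while the 100% control is not disclosed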
# Target sequence (O14672 214-748 limits assumed): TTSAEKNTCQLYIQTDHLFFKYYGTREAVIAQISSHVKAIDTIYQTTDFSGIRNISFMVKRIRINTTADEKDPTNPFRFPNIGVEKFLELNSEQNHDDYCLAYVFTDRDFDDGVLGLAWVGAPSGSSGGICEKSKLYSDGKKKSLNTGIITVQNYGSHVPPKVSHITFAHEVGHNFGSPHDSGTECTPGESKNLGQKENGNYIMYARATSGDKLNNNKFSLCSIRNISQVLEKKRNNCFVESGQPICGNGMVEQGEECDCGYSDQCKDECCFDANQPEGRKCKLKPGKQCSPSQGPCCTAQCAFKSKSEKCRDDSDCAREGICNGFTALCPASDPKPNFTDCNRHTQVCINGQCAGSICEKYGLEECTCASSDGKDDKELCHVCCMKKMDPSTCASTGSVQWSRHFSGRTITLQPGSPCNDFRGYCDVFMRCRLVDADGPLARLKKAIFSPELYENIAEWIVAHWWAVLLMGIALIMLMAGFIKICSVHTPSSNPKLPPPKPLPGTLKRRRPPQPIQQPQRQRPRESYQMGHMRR
# hcDAF-12 act – H. contortus DAF-12 nuclear receptor activators, primary screen, cell-based, luminescence, HEK293, lit1-tk-luc reporter. HEK293 hcDAF-12 lit1-tk-luc reporter; 0% DMSO, 100% Δ7-dafachronic acid. activation, % at 6.8 µM. 370,000 compounds, 1.4% hits;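 active means activation above the mean of all tested compounds plus 3 SD, cut at about 5.5% in these data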;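 further: 100% = response to 3 µM Δ7-dafachronic acid high control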
# GC-B act – human GC-B receptor activators, primary screen, HEK293 GC-B cells, cGMP TR-FRET, EC30 CNP; 370,000 compounds, 0.11% hits; Atrial natriuretic peptide receptor 2 (Homo sapiens), P20594; activation, % at 10 µM; 0% at EC30 CNP, 100% saturating CNP;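 active means activation at 10 µM reaching about 35% in either raw or pattern-adjusted values, limit read from the data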
# FXN GAA850 act – FXN promoter activators, primary screen, cell-based, luciferase luminescence, HEK293 lucGAA850; HEK293 lucGAA850 FXN promoter luciferase reporter, 24 h; percent of 10 µM SAHA response; activation, % at 6 µM; 360,000 compounds, 0.56% hits;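 active means activation above the average of all compounds screened plus 3 SD, cutoff fixed separately per campaign, cut at about 7.5% in these data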;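 further: 0% = DMSO wells and 100% = 10 µM SAHA wells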
# DAX1 inh-2 – DAX1 (NR0B1) inhibitors on StAR promoter, primary screen, cell-based, luminescence, SF-1 (NR5A1), full-length DAX-1. HEK293T StAR-luciferase reporter, SF-1/DAX-1 repression relief. inhibition, % at 6.8 µM. 370,000 compounds, 1.1% hits. AID 652010, 2013;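 active means inhibition above the mean over all tested compounds plus 3 SD, cut at about 3.6% in these data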;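 further: 0% = DAX-1 cells with DMSO and 100% = cells lacking DAX-1 with DMSO; higher inhibition means more luminescence from relief of DAX-1 repression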
# hgDAF-12 ag – H. glycines DAF-12 receptor agonists, primary screen, cell-based, luminescence, HEK293, GAL4 fusion, UAS-luciferase; Nuclear hormone receptor DAF-12 (Heterodera glycines), GAL4 fusion; HEK293 GAL4-hgDAF12 UAS-luciferase reporter, agonist luminescence; normalized to butyrate control; activation, % at 6.8 µM; 370,000 compounds, 1.8% hits; AID 687014, 2013;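 active means activation above a cutoff set at the mean of all screened compounds plus 3 SD, cut at about 10% in these data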;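 further: 0% = DMSO wells and 100% = sodium butyrate wells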
# NPR1 activator – GC-A stimulated cGMP production enhancers – HEK293 GC-A cells, cGMP TR-FRET, EC30 ANP, primary screen | Atrial natriuretic peptide receptor 1 (Homo sapiens), P16066 | activation, % at 10 µM | 0% at EC30 ANP, 100% saturating ANP | 370,000 compounds, 0.14% hits; in the data active means activation above about 40%
# SMARCA2 act – SMARCA2 (BRM) function activators, primary screen, cell-based, luminescence, high throughput; MG213 cells, MMTV-luciferase reporter, dexamethasone, overnight; activation, % at 9.1 µM; 370,000 compounds, 1% hits; in the data active means activation above about 7.8%;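 further: 0% = vehicle wells and 100% = reference activator wells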
# The depositor's hits bear a star; x = not tested or not shown.
SMILES,DAX1 inh-1,HGIII-sPLA2 inh,ssDAF-12 act,ADAM10 inh,hcDAF-12 act,GC-B act,FXN GAA850 act,DAX1 inh-2,hgDAF-12 ag,NPR1 activator,SMARCA2 act
O=C(CSc1nncn1-c1ccccc1)NC1CCCCC1,2.1,-3,-1.6,-2,-0.9,3,-0.9,0.1,0.9,3,-1
CN(C)C(CNC(=O)C1CCCN1C(=O)c1cccs1)c1ccccc1 (configuration not stated),x,2,-1.1,0,-1.3,0,0.2,-0.9,0.2,0,-1
O=c1cnnc(Nc2cccc(C(F)(F)F)c2)[nH]1,0.6,-1,-1.6,-9,-1.5,4,-0.1,0.3,-1.3,-2,-2
O=C(NCc1ccncc1)[C@@H]1CCCN1C(=O)[C@H]1CCCN1,x,2,-0.8,-3,1.9,5,x,-0.1,-1.5,-1,2
CC(=O)Nc1ccc(S(=O)(=O)N2CCC(C(=O)NCCC(=O)NCc3ccccc3)CC2)cc1,1.4,2,-0.6,-9,-2.1,6,0.6,-0.3,-0.7,0,-1
O=C(CSc1nc(-c2ccc(F)cc2)nc2c1Cc1ccccc1O2)Nc1ccc(C(=O)O)cc1,1.1,-6,-0.3,-2,3.7,-5,2.5,-0.7,-0.4,-29,-2
CCCCc1c(-c2ccccc2)ncn1CCc1ccccc1OC,x,-4,-1.3,4,-1.4,-3,x,-1.4,-3.0,-11,-7
Cc1c(Cl)cccc1NC(=O)Nc1cccnc1,-0.1,6,-1.1,-7,0.4,3,1.7,-0.3,0.0,4,0
S=C(Nc1ccccc1)N1CCn2c1nc1ccccc12,0.6,0,-1.2,-1,1.0,-5,1.4,0.6,-1.4,-7,0
CC(C)C(=O)NCC(c1cccs1)S(=O)(=O)c1ccc(F)cc1 (configuration not stated),-0.1,-2,-1.0,0,-0.6,6,0.0,-0.5,1.0,6,1
NC(Cc1ccccc1)c1csc(NC(=O)c2cccc(OC(F)(F)F)c2)n1 (configuration not stated),x,19,-1.0,-6,-0.1,8,-2.1,0.5,0.3,-1,-2
O=C(O)c1cc(Cl)ccc1OS(=O)(=O)c1ccc(Cl)s1,2.6,1,-0.7,-4,-2.2,-4,0.0,0.6,0.4,2,-6
NC(=O)[C@H]1CC2(CC(c3cccc(NC(=O)COc4ccc(Cl)cc4)c3)=NO2)CN1C(=O)CC(c1ccccc1)c1ccccc1 (some centres not stated),-0.9,-40,-1.4,35*,-2.2,4,-0.8,-1.0,-2.4,-3,-1
N#CCCN1CCNCC1,2.1,1,-1.1,-7,-1.0,-4,0.4,-0.2,3.8,-3,2
CCOC(=O)C1(Cc2ccc(OC)cc2)CCN(C(=O)C2=CCCC2)CC1,2.9,-9,-1.5,-4,-0.3,1,1.2,-0.9,2.7,4,-1
CC(C)(C)C1CCc2[nH]c3ccccc3c(=O)c2C1 (configuration not stated),1.3,-1,-1.3,1,-0.5,11,2.2,0.2,2.4,-3,1
CC1CCN(C(=O)c2ccc(NS(C)(=O)=O)cc2)CC1,1.9,0,-1.1,-5,0.4,5,-1.7,-0.9,1.1,0,-2
O=C(Nc1ccc(F)c(F)c1)c1oc2ccccc2c1NC(=O)C1CCCO1 (configuration not stated),1.0,6,-1.7,-5,-0.8,-4,2.6,-0.7,-1.0,5,0
CCOC(=O)c1nnn(-c2nonc2N)c1CN1CCc2ccccc2C1,0.8,-13,-0.9,1,-0.2,-2,-1.3,-0.7,-0.7,-10,2
C=CCNC(=S)Nc1ccc(Cl)cc1F,-2.5,6,-1.1,6,-0.4,1,-0.6,-1.1,-0.1,4,-2

# In the list so far, two contain an NH in an aromatic ring.
SMILES,DAX1 inh-1,HGIII-sPLA2 inh,ssDAF-12 act,ADAM10 inh,hcDAF-12 act,GC-B act,FXN GAA850 act,DAX1 inh-2,hgDAF-12 ag,NPR1 activator,SMARCA2 act
O=c1cnnc(Nc2cccc(C(F)(F)F)c2)[nH]1,0.6,-1,-1.6,-9,-1.5,4,-0.1,0.3,-1.3,-2,-2
CC(C)(C)C1CCc2[nH]c3ccccc3c(=O)c2C1 (configuration not stated),1.3,-1,-1.3,1,-0.5,11,2.2,0.2,2.4,-3,1

# (list continues)
SMILES,DAX1 inh-1,HGIII-sPLA2 inh,ssDAF-12 act,ADAM10 inh,hcDAF-12 act,GC-B act,FXN GAA850 act,DAX1 inh-2,hgDAF-12 ag,NPR1 activator,SMARCA2 act
CCN(CC)CCCNC(=O)CCC(=O)NNc1nc2ccccc2c2nc(C)nn12,0.6,-1,-1.1,1,-0.4,-1,3.2,-0.3,-1.0,2,0
COCCNC(=S)N(CCc1c(C)[nH]c2ccc(C)cc12)Cc1ccco1,-0.3,-28,-2.0,3,0.8,-1,-1.1,-0.8,9.3,-13,-6
COc1ccc(/C=C2\Sc3ccc(C(=O)NCc4cccnc4)cc3N(C)C2=O)cc1OC,1.1,-13,-1.8,-62,-0.1,6,3.3,-1.3,-1.3,7,2
CC1CCCC(NC(=O)c2ccc3c(=O)n(CC4CCCO4)c(=O)[nH]c3c2)C1C (configuration not stated),1.5,-1,-0.4,-19,-1.1,-2,1.0,0.1,-1.6,1,-2
Cc1ccccc1-n1ncc2c1CC(C)(C)CC2NC(=O)CCCN1CCCC1=O (configuration not stated),0.8,3,-1.9,-4,0.2,-4,1.9,1.3,-0.5,-3,0
Cc1cccc(NC(=O)CSCc2cc(=O)n3c(C)csc3n2)c1C,1.1,-1,-0.9,-11,-2.1,-2,-1.0,0.5,2.1,2,-1
O=C1CC(C(=O)Nc2ccccc2)S/C(=N\N=C\c2ccco2)N1 (configuration not stated),-0.8,-9,0.2,4,-0.5,1,1.4,-0.3,-2.0,-5,-1
NS(=O)(=O)c1ccc(CNC(=O)c2ccc3ccccc3n2)cc1,-0.9,-3,-0.7,3,-1.0,-1,1.2,-0.1,0.7,-4,-1
O=C(N/N=C\c1ccc(Cl)s1)c1ccc(Cn2cccn2)o1,0.4,-1,-1.3,-3,0.6,-3,2.0,-0.2,0.6,1,2
Cc1cc(C(=O)Nc2cccnc2)cs1,0.4,-5,-2.0,3,0.7,2,2.7,0.1,0.1,3,0
COC(=O)c1ccccc1S(=O)(=O)N(Cc1ccco1)Cc1cc2cc(OC)ccc2[nH]c1=O,-0.3,-4,-0.6,-82,1.2,-8,1.3,-0.6,-0.1,-7,6
CN(CC1CCOCC1)C(=O)CC1C(=O)NCCN1Cc1ccccc1F (configuration not stated),-0.2,10,-1.2,-40,-1.1,2,-0.8,-1.0,0.6,1,-2
Cc1ccc(-c2cccc3[nH]cc(C)c23)s1,x,-6,0.1,-37,-0.1,-10,x,-0.9,3.0,-3,-2
CCn1nc(C(=O)NNC(=O)CCOc2cc(C)ccc2C)c2ccccc2c1=O,0.1,-3,-1.3,-9,-1.1,-4,0.3,-0.5,1.6,-5,0
CSCCC(NC(=O)COc1ccccc1)C(=O)N(C)Cc1c(F)cccc1Cl (configuration not stated),0.0,11,-0.5,1,-1.8,-1,-3.3,-0.9,-1.9,1,-3
COc1ccccc1N/C(=N/S(=O)(=O)c1ccc(Cl)cc1)c1ccccc1,-1.2,-13,-2.1,2,-0.9,-15,1.7,-0.3,4.3,-16,-1
COc1ccc(-c2nnc(SCC(=O)Nc3ccc4c(c3)OCCO4)n2N)cc1OC,0.1,2,-1.0,-5,-1.4,0,-0.4,-0.8,-1.4,1,0
O=C(c1cc2ccccn2n1)N1CCN(c2cccc(C(F)(F)F)c2)CC1,-0.3,3,-2.0,-7,-0.9,2,-0.9,-0.8,-0.4,5,-2
CN(C(=O)c1nn(C)c2c1CSc1ccccc1-2)c1ccccc1Cl,-0.1,3,-0.7,10,-0.7,-3,0.0,0.1,0.8,-11,-3
CCCCNC(=O)C1CCN(S(=O)(=O)N2CCOCC2)CC1,1.5,-1,-1.2,-1,-1.2,-1,1.8,-0.6,0.1,2,-2
Cc1cc(Nc2cccc(C)c2C)n2ncnc2n1,0.6,-2,-1.2,-3,-2.1,4,-1.2,0.3,-1.4,0,-1
O=C(Cn1nc(C(=O)O)c2ccccc2c1=O)Nc1nc(-c2ccccc2)cs1,2.3,2,-0.9,-8,2.4,0,3.2,0.1,5.7,5,-3
CCc1cccc(CC)c1NC(=O)c1ccc(-c2cc(Cl)ccc2Cl)o1,x,0,-0.9,2,-0.6,1,-1.7,-0.5,0.4,1,6
CCOc1ccc(NC(=O)CN2CCN(CC(=O)Nc3ccc(C(=O)OC)cc3)CC2)cc1,-0.5,2,-1.5,5,-0.8,4,0.6,-1.1,1.1,-3,0
Cc1ccc(-c2nn3cnnc3c3ccccc23)cc1,0.9,4,-0.9,-1,-1.2,1,0.8,0.0,-2.1,4,3
Cc1cccc(N2CCN(S(=O)(=O)c3c(C)[nH]c(C)c3C(=O)N3CCCCC3)CC2)c1C,0.5,-5,-2.0,5,-2.9,4,-1.7,-1.2,-1.6,4,-2
CC(C)CN(C(=O)c1ccc(-n2cncn2)c([N+](=O)[O-])c1)C1CCS(=O)(=O)C1 (configuration not stated),2.0,3,-0.6,0,0.9,1,-1.3,0.9,-0.1,-1,0
S=C(Nc1ccccc1)N1CCN(C2CCCCC2)CC1,2.5,5,-1.3,7,-0.9,2,-0.3,0.3,1.9,-6,7
O=C(Nc1ccc(N2CCN(C(=O)c3cccs3)CC2)cc1)c1ccc(F)cc1,0.6,3,-1.6,1,-3.1,3,-0.5,-0.5,0.6,5,-4
Cc1ccc(C(=O)OCC(=O)N(CC(C)C)c2c(N)n(Cc3ccccc3)c(=O)[nH]c2=O)cc1[N+](=O)[O-],0.6,-1,-0.3,-95,0.1,0,0.7,1.9,1.7,-1,-2
COCCN(C(=O)c1ccc(NC2CC2)c([N+](=O)[O-])c1)c1c(N)n(CC(C)C)c(=O)[nH]c1=O,0.2,5,-1.1,-5,-1.0,1,-0.4,-1.5,2.5,-1,-3
CCn1cc(C2=NC(c3ccccc3)CO2)c2ccccc21 (configuration not stated),2.3,4,-0.8,-1,0.4,2,1.3,1.3,8.6,1,-2
O=C(NCCCSc1ccccc1)c1cccnc1,0.3,3,-0.8,7,-0.2,2,-0.8,-2.0,-0.4,1,0
Cc1ccc(C)c(N2CCN(C(=O)CCc3nc(-c4cccc(C(F)(F)F)c4)no3)CC2)c1,-0.1,-1,-0.4,-5,6.2*,1,3.2,2.0,6.4,-1,1
COc1ccc(CN(C)CC(O)COc2ccc(-c3ccccc3)cc2)cc1OC (configuration not stated),0.8,-11,-1.1,15,-2.3,-1,4.3,-0.4,-0.6,-3,0
